HIV peptide binding: inhibitors of HIV fusion peptide binding, primary screen, biochemical, uHTS, fluorescence dequenching (AID 1986) | 290,000 compounds, 0.3% hits | cell-free peptide binding, fluorescence dequenching, 30 min; higher % means a stronger effect | one-dose inhibition, % at 20 µM; IC50 in µM for titrated hits; in the data active = inhibition mostly above about 52%, no sharp cut-off; inactive = mostly below about 76%; also: some results filed as inactive read as strong as hits
SIAH1 antagonists: blockers of Siah-1 interaction with plectin peptide – biochemical, fluorescence polarization, rhodamine-plectin, uHTS, primary screen (AID 1817). displacement, % at 20 µM; hits with a dose series show IC50 in µM. 290,000 compounds, 0.02% hits. Siah-1 / rhodamine-plectin peptide fluorescence polarization; higher % means a stronger effect;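 active = displacement of at least 50% at 20 µM, with a fluorescence ratio check between 0.3 and a set limit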;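 also: plate controls were Siah plus tracer with DMSO for no effect and tracer alone without Siah for full effect; strong numbers were not always called active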
GPR35 antagonists: GPR35 antagonists blocking zaprinast-driven arrestin recruitment, primary screen, imaging, U2OS, beta-arrestin-GFP, zaprinast agonist (AID 2058); U2OS GPR35 beta-arrestin-GFP translocation imaging, zaprinast antagonism; higher % means a stronger effect; inhibition, % at 10 µM, or IC50 in µM where a hit was titrated; 290,000 compounds, 0.052% hits;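 active = inhibition of at least 50% with at least 30 cells and total cytoplasm GFP at most 10,000,000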
GPR55 antagonists: inhibition of LPI-stimulated GPR55 beta-arrestin translocation – imaging, U2OS, beta-arrestin-GFP, LPI agonist, primary screen (AID 2013) | U2OS GPR55 beta-arrestin-GFP translocation imaging, LPI antagonism; higher % means a stronger effect | one-dose inhibition, % at 10 µM; IC50 in µM for titrated hits | 290,000 compounds, 0.13% hits;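 active = spots per cell inhibited over 60%, with over 100 cells counted and total cytoplasm intensity under 500,000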;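 also: U2OS cells stably carrying GPR55 and arrestin-GFP stimulated by 5 µM LPI near EC80; imaged beta-arrestin-GFP aggregate spots per cell after agonist stimulation; plate controls were LPI-stimulated DMSO wells for no effect and DMSO wells without LPI for full effect; some results filed as inactive read as strong as hits; confirmed hits need IC50 under 10 µM and bright autofluorescent wells are also inconclusive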
AID2073: inhibitors of Mint1-CaV2.2 protein interaction, biochemical, HTRF (AID 2073); inhibition, % at 20 µM, or IC50 in µM where a hit was titrated; 290,000 compounds, 0.19% hits; HTRF protein-protein interaction, Mint1-CaV2.2; higher % means a stronger effect; in the data active = inhibition mostly above about 51%, no sharp cut-off; also: some results filed as inactive read as strong as hits
NTR1 ag: agonists of NTR1, primary screen, imaging, U2OS cells, beta-arrestin-GFP, high content (AID 493036); activation, % at 20 µM; NTR1-U2OS beta-arrestin-GFP spot imaging, agonist mode; P30989; 330,000 compounds, 0.17% hits;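 active = activation at or above 40% of the spot to cytoplasm intensity ratio, with at least 20 cells analyzed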;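 also: 0% = DMSO without peptide and 100% = 100 nM NTR1 peptide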
Target sequence (P30989 whole entry, looked up): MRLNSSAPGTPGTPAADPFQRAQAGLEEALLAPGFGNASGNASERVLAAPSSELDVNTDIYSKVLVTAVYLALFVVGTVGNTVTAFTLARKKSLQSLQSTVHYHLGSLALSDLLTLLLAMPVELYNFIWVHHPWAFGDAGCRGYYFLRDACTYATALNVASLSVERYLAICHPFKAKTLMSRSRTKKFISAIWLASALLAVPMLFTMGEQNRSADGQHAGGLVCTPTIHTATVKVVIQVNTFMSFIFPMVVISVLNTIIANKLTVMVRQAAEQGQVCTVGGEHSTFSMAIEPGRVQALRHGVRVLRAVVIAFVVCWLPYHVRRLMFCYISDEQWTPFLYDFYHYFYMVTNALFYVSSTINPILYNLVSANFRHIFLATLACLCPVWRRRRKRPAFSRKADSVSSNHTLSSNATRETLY
GPR55 beta-arrestin: GPR55 agonists via beta-arrestin recruitment, primary screen, imaging, U2OS cells, beta-arrestin-GFP redistribution (AID 1961) | U2OS GPR55 beta-arrestin-GFP redistribution imaging; higher % means a stronger effect | one-dose activation, % at 10 µM; EC50 in µM for titrated hits | 290,000 compounds, 0.048% hits;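 active = activation above 40% with more than 50 cells counted in the well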;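 also: U2OS osteosarcoma cells stably expressing GPR55 and beta-arrestin-GFP; plate controls were DMSO negative control for no effect and LPI positive control for full effect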
UTI89 phage lysis: protection from phage-mediated lysis, alamar blue read-out – E. coli UTI89, K1F phage, bacterial capsule biogenesis inhibitors (AID 488966); E. coli UTI89 K1F phage lysis, alamar blue, 2 h; higher % means a stronger effect; 340,000 compounds, 0.02% hits; inhibition, % at 100 µM, or IC50 in µM where a hit was titrated;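 active = phage lysis inhibition, versus mean bacterial control, above a set limit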;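 also: capsule biogenesis inhibitors block K1F phage lysis so surviving cells raise fluorescence; higher fluorescence means more inhibition of phage lysis; actives were called in the ten point dose series up to 300 µM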
NS5 inhibitors: Dengue-2 NS5 methyltransferase inhibitors, primary screen, biochemical, confirmation dose response (AID 588689) | Dengue-2 NS5 methyltransferase capping enzyme assay, biochemical; higher % means a stronger effect | one-dose inhibition, % at 25 µM; IC50 in µM for titrated hits | 340,000 compounds, 0.3% hits; in the data active = a potency from the dose series
NTR1 ag cell count 20 µM: also measured in NTR1 ag; calls as there; cell count; measured here: cell count, cytotoxicity flag
Starred values were filed as active, the others as inactive; / = not tested or not shown; [ ] = another dose, or the depositor's remark.

Each structure is followed by: HIV peptide binding, SIAH1 antagonists, GPR35 antagonists, GPR55 antagonists, AID2073, NTR1 ag, NTR1 ag cell count 20 µM, GPR55 beta-arrestin, UTI89 phage lysis, NS5 inhibitors
> Cc1cc(C(=O)Nc2ccccc2C)on1
→ -1.3%, 2%, -13%, -8%, 8%, -0.4, 40, -0.1%, 0.1%, -2%
> CCN(C(=O)COc1ncnc2ccc(Br)cc12)C1CCS(=O)(=O)C1 (stereo unspecified)
→ 0.2%, -1%, 8%, -4%, 13%, -0.8, 79, -0.2%, 0.5%, 1%
> Cc1oc(-c2ccccc2F)nc1CSCC(=O)NC1CCC(C)CC1 (stereo unspecified)
→ 3.1%, 0%, -10%, 0%, 6%, 2.3, 55, 0.2%, 0.1%, -4%
> CCOc1ccccc1NC(=O)C(OC(=O)c1cc(C)oc1C)c1ccccc1 (stereo unspecified)
→ 1.5%, 0%, -4%, 12%, 9%, 2.3, 76, 1.0%, 0.1%, 5%
> Cc1cc(Nc2ccccc2)c2c([N+](=O)[O-])c(C)cc(C)c2n1
→ -4.0%, 1%, 2%, 10%, -10%, 7.0, 52, -0.4%, -0.1%, 0%
> CCN(C(=O)c1cc2c(=O)[nH]c3ccc(C)cc3c2s1)c1ccccc1F
→ 0.1%, 8%, -5%, 6%, 48%, 1.0, 75, -0.1%, 0.0%, -4%
> O=C(Cc1c(Cl)cccc1Cl)NCCc1ccc(Cl)cc1
→ -0.9%, 1%, 9%, 2%, 5%, 2.1, 50, 0.3%, 1.6%[50 µM], 3%
> CCC(c1nnc(SCC(=O)NCCc2ccc(Cl)cc2Cl)o1)N(C)C (stereo unspecified)
→ -1.2%, 1%, 9%, 2%, -13%, -2.4, 21, 0.3%, -2.5%, -1%
> Cc1ccc(C2=NNC(C(O)C(O)C(O)C(C)O)S2)cc1 (stereo unspecified)
→ -1.5%, -4%, 8%, -9%, -13%, -1.2, 66, -0.1%, 0.5%, -2%
> COc1ccc(C(=O)NC(C(=O)NCC2CCCO2)C(C)C)cc1 (stereo unspecified)
→ 0.4%, -1%, 13%, -10%, -16%, 1.1, 55, -0.1%, 1.8%, -5%
> Cc1cc(C)n(-c2nnc(C)n2/N=C/c2ccco2)n1
→ -1.2%, 6%, 16%, -2%, -1%, -1.0, 88, -0.1%, -0.3%, 4%
> O=C(CN(c1ccc(F)cc1)S(=O)(=O)c1ccc2c(c1)OCCO2)NCc1ccncc1
→ 1.1%, -3%, -15%, 11%, -2%, 1.2, 69, 0.0%, 0.1%, -1%
> CCC(C)NC(=O)C1(O)c2ccccc2NC(=O)N1c1ccc(C)c(C)c1 (stereo unspecified)
→ 1.6%, 3%, 1%, 17%, -7%, -1.4, 92, 0.2%, 0.2%, -3%
> Cc1ccc2[nH]c3c(=O)n(CCCN4CCN(C)CC4)cnc3c2c1
→ -0.8%, 0%, -12%, 5%, 6%, -2.2, 82, 0.3%, 0.2%, -10%
> Cc1ccc(OCC(=O)O/N=C(\N)Cc2ccc([N+](=O)[O-])cc2)cc1C
→ -0.1%, 5%, 6%, -3%, -4%, 0.0, 60, -0.1%, 0.9%, -15%
> CCOC(=O)C1CCN(c2c([N+](=O)[O-])c(C(Cl)Cl)nn2-c2ccccc2)CC1
→ 1.4%, 0%, 7%, 5%, 9%, 3.1, 48, -0.3%, -0.1%, -1%
> COC(=O)c1cc(OC)c(OC)cc1NC(=O)CSc1ccccc1
→ -1.8%, -3%, -10%, 13%, -3%, 4.1, 53, 0.3%, -2.2%, -11%
> CCOC(=O)Nc1ccc2c(c1)N(C(=O)C(C)N1CCCC1)c1ccccc1CC2 (stereo unspecified)
→ -1.2%, -6%, -9%, 14%, 1%, 0.2, 53, 3.5%, 3.0%, -3%
> O=C(CCc1ccccc1)N1CCN(c2ccccc2F)CC1
→ -0.6%, 0%, -4%, -3%, -12%, 2.7, 53, 0.2%, 0.1%, -2%
> COc1ccc(C2C3=C(CCCC3=O)N(CC(=O)O)C3=C2C(=O)CCC3)cc1
→ 1.1%, 3%, 4%, 7%, 14%, 0.3, 58, 0.2%, 0.1%, -2%

Each structure is followed by: HIV peptide binding, SIAH1 antagonists, GPR35 antagonists, GPR55 antagonists, AID2073, NTR1 ag, NTR1 ag cell count 20 µM, GPR55 beta-arrestin, UTI89 phage lysis, NS5 inhibitors
> O=C1CC(c2ccccc2)CC(O)=C1C=NCc1ccccc1 (stereo unspecified)
→ -1.4%, 4%, 4%, /, -7%, 1.2, 63, -0.1%, 0.4%, -3%
> Cc1cc(C)cc(CC2CC(=O)N(c3ccc(Cl)cn3)C2=O)c1 (stereo unspecified)
→ 1.9%, 0%, -4%, 8%, 0%, 3.1, 57, 0.3%, 5.2%, -16%
> CCN1C(=O)[C@H]2[C@@H](c3ccc(C)cc3)N3C(=O)N(c4ccc(C)cc4)C(=O)[C@@]3(Cc3ccc(Cl)cc3)[C@H]2C1=O
→ 2.3%, 10%, 0%, 2%, 4%, 3.6, 88, 0.2%, 1.7%, -6%
> C/C(=N\OCC(=O)Nc1ccccc1C(C)(C)C)c1ccc2c(c1)OCCO2
→ 2.3%, 2%, -20%, 11%, -6%, 2.1, 61, 0.3%, 3.8%, -2%
> CCCn1c(CCC(=O)O)nc2cc(S(=O)(=O)N(CC)CC)ccc21
→ -0.8%, -3%, 23%, -4%, -4%, -1.4, 53, -0.1%, -0.1%, -3%
> Cc1cc(C(=O)NCC(=O)O)c(C)o1
→ 2.6%, -3%, 6%, 2%, -4%, -1.5, 36, 0.0%, 0.3%[50 µM], -2%
> NC(=O)c1ccc(NC(=O)CSc2cn(CC(=O)N3CCOCC3)c3ccccc23)cc1
→ 1.0%, 4%, -6%, 4%, 0%, -0.1, 71, -0.2%, -3.6%, 0%
> CC1CN(c2ccc([N+](=O)[O-])cc2Cl)CCN1S(C)(=O)=O (stereo unspecified)
→ 0.3%, -5%, -7%, 1%, -14%, 5.3, 47, -0.1%, 0.2%, -3%
> COc1ccccc1NC(=O)CCCC(=O)OCC(=O)c1ccc(F)cc1
→ -0.7%, 3%, 12%, -2%, 8%, -1.3, 59, -0.2%, 0.3%, -16%
> CC(=O)NC1C(Oc2cccc(C)c2)OC2COC(c3ccco3)OC2C1O (stereo unspecified)
→ -1.0%, 1%, -7%, 15%, -1%, 0.8, 61, 1.1%, 1.8%[50 µM], 1%
> COc1ccccc1C(C)NS(=O)(=O)c1cccs1 (stereo unspecified)
→ 0.7%, 13%, 12%, 16%, 2%, -0.9, 63, -0.2%, /, /
> Cc1cccn2c(=O)c3cc(C(=O)N4CC(C)CC(C)C4)sc3nc12 (stereo unspecified)
→ 0.1%, -1%, 10%, 11%, 40%, 1.1, 36, -0.1%, 1.1%, -5%
> O=C(O)c1ccccc1C(=O)NC1CCN(c2nccc(C(F)(F)F)n2)CC1
→ 0.8%, -3%, 3%, 2%, 12%, -1.0, 105, -0.1%, 0.7%, 1%
> CCc1cccc(NC(=O)C2CCCN(S(=O)(=O)c3cccnc3)C2)c1 (stereo unspecified)
→ 1.2%, 12%, 12%, 10%, -4%, -0.6, 68, -0.2%, -0.1%, -1%
> COc1ccc(S(=O)(=O)N2CCC(NC(=O)C3CCCCC3)CC2)cc1
→ -0.4%, -4%, -11%, -5%, 6%, 0.3, 43, -0.2%, 0.2%, -1%
> Cc1ccc(N(Cc2ccco2)C(=O)c2cccc(S(=O)(=O)N(C)C)c2)cc1
→ -1.6%, -2%, 7%, 9%, 6%, -0.4, 56, -0.1%, 0.8%, -8%
> Cn1cccc1CNC(=O)Nc1ccc(Cl)cc1
→ 0.4%, 7%, 25%, -9%, 2%, -1.3, 51, 0.0%, -0.2%, -6%
> COC(=O)c1cc(NC(=O)Cc2cccs2)cc(C(=O)OC)c1
→ 9.6%, 30%, -10%, 7%, 30%, -0.3, 67, -0.1%, 0.8%, /
> CC(=O)Nc1ccc(NC(=O)COC(=O)Cc2c[nH]c3ccccc23)cc1
→ -1.2%, 6%, 14%, 3%, 41%, -0.6, 36, -0.2%, 2.5%, -7%
> O=C(NCC1CCCO1)c1cc2n(n1)C(C(F)(F)F)CC(c1ccc(F)cc1)N2 (stereo unspecified)
→ -2.2%, -4%, 1%, -9%, 2%, 0.6, 60, -0.3%, 0.1%, -10%
> O=C(Cn1ccc([N+](=O)[O-])n1)N1CCCc2ccccc21
→ 1.3%, -2%, 0%, -2%, -9%, 0.0, 57, -0.3%, -1.2%, -4%
> Cc1nn(C)c(C)c1Nc1ccc(N2C(=O)C3CC=CCC3C2=O)cc1[N+](=O)[O-] (stereo unspecified)
→ -1.3%, 9%, 8%, 7%, 8%, 1.2, 64, 0.5%, 0.1%[50 µM], 6%

Pulled one by one from the list above, seven records:
Each structure is followed by: HIV peptide binding, SIAH1 antagonists, GPR35 antagonists, GPR55 antagonists, AID2073, NTR1 ag, NTR1 ag cell count 20 µM, GPR55 beta-arrestin, UTI89 phage lysis, NS5 inhibitors
> Cc1cc(C)n(-c2nnc(C)n2/N=C/c2ccco2)n1
→ -1.2%, 6%, 16%, -2%, -1%, -1.0, 88, -0.1%, -0.3%, 4%
> CCOC(=O)C1CCN(c2c([N+](=O)[O-])c(C(Cl)Cl)nn2-c2ccccc2)CC1
→ 1.4%, 0%, 7%, 5%, 9%, 3.1, 48, -0.3%, -0.1%, -1%
> Cn1cccc1CNC(=O)Nc1ccc(Cl)cc1
→ 0.4%, 7%, 25%, -9%, 2%, -1.3, 51, 0.0%, -0.2%, -6%
> CC(=O)NC1C(Oc2cccc(C)c2)OC2COC(c3ccco3)OC2C1O (stereo unspecified)
→ -1.0%, 1%, -7%, 15%, -1%, 0.8, 61, 1.1%, 1.8%[50 µM], 1%
> CCOC(=O)Nc1ccc2c(c1)N(C(=O)C(C)N1CCCC1)c1ccccc1CC2 (stereo unspecified)
→ -1.2%, -6%, -9%, 14%, 1%, 0.2, 53, 3.5%, 3.0%, -3%
> O=C(Cn1ccc([N+](=O)[O-])n1)N1CCCc2ccccc21
→ 1.3%, -2%, 0%, -2%, -9%, 0.0, 57, -0.3%, -1.2%, -4%
> CCC(c1nnc(SCC(=O)NCCc2ccc(Cl)cc2Cl)o1)N(C)C (stereo unspecified)
→ -1.2%, 1%, 9%, 2%, -13%, -2.4, 21, 0.3%, -2.5%, -1%

Screening results as filed in PubChem.

Rows were taken by chance. About 1.2% of those tested had a hit in this group.
